NADH enzymes: blocks coupling enzymes of NAD/NADH assays | coupled PK/LDH NADH assays, four targets | IC50, µM (doses to about 10 µM), for inactives: at the top dose inhibition | hit rate 0.02% among 65,000;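 active = single-dose screening hits from any of four coupled enzyme assays that gave an IC50 when retested across doses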;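 note: the DPM-DC format reads NADH fluorescence rather than 340 nm absorbance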
Abs 340nm: compounds absorbing at 340 nm; compound absorbance at 340 nm, fold over control; fold change at 10 µM; 65,000 tested, under 10 active; AID 708;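 active = at 10 µM dose, initial 340 nm absorbance at least 2 fold that of control wells; inactive = change under 2 fold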;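 note: initial absorbance extrapolated from kinetic A340 decline of NADH oxidation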
ROCK2 blocker: ROCK2 (human) kinase inhibition; purified ROCK2, Kinase-Glo ATP depletion luminescence; inhibition, % at 6 µM; hit rate 0.35% among 60,000; AID 604; O75116;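 active = inhibition above the screen-wide mean inhibition plus 3 SD, cut at about 18% in these data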;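 note: plate controls were DMSO wells for no effect and Y-27632 control wells after no-enzyme background subtraction for full effect; many of its hits are not listed in these tables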
JNK3 blocker: JNK3 (human) kinase inhibition; purified JNK3 kinase activity, HTS; inhibition, % at 8 µM; hit rate 0.61% among 60,000; P53779; in the data active = inhibition above about 17%;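 note: 0% = DMSO and 100% = reference inhibitor; many of its hits are not listed in these tables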
Target sequence (P53779 whole entry, looked up): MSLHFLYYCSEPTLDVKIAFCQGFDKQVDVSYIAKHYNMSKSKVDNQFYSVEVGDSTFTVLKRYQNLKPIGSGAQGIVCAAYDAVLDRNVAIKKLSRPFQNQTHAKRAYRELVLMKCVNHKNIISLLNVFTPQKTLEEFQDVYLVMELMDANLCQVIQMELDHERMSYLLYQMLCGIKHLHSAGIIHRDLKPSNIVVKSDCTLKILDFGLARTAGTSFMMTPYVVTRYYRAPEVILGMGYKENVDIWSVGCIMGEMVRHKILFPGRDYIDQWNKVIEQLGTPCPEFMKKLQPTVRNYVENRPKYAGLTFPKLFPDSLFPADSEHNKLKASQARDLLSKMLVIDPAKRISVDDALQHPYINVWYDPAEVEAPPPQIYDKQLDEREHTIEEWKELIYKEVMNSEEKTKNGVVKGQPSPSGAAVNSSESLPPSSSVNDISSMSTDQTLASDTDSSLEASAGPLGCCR
HEK293 NFkB inh: lowers PMA/ionomycin-induced NF-kB signal in HEK293 cells. HEK-293 NF-kB luciferase reporter, luminescence. inhibition, % at 3 µM. hit rate 0.21% among 62,000. AID 465;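 active = inhibition above the mean of all tested compounds plus 3 SD, cut at about 40% in these data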;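 note: 0% = stimulated DMSO wells and 100% = 10 µM reference inhibitor 5653914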
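Signal: luciferase luminescence; Material: HEK-293 cells with stable firefly luciferase reporter driven by four HIV NF-kB elements; Probe or stimulus: PMA with ionomycin; Replication: tested once; Times: 1 h compound pretreatment, then 16 h stimulation at 37 °C, 5% CO2; Benchmarks: DMSO and 10 µM reference inhibitor; Evaluation: per-plate % inhibition versus controls.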
MMP13 inh: blocks human MMP13 activity. P45452. hit rate 0.07% among 65,000. MMP-13 fTHP FRET cleavage, Mca fluorescence. inhibition, % at 4 µM. AID 570;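 active = inhibition above the mean of compound-free control plate wells plus 3 SD, cut at about 14% in these data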;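 note: 0% = DMSO wells and 100% = wells with reference MMP-13 inhibitor after basal subtraction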
PKA kinase inh: PKA (human) kinase inhibition; P17612; PKA Kemptide phosphorylation, Kinase-Glo ATP luminescence; inhibition, % at 6 µM; hit rate 0.1% among 65,000; AID 524;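 active = inhibition above the screen-wide mean inhibition plus 3 SD, cut at about 21% in these data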; note: many of its hits are not listed in these tables
Autofluor 339: intrinsic fluorescence of library compounds, ex339/em460 – biochemical, MLSMR library, data from DPM-DC assay, artefact control, profiling panel. compound autofluorescence, ex339/em460 nm, NADH buffer; hits give high values; 1 = no-compound wells, NADH background. fluorescence fold increase at 10 µM. hit rate 5.5% among 65,000. AID 709;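 active = at 10 µM, mean starting fluorescence two-fold or more over control wells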;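 note: signal is the first read of a kinetic run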
Ecoli tolC: growth inhibitors of E. coli BW25113 tolC mutant; OD615; growth inhibition, % at 10 µM (by protocol); hit rate 2.2% among 65,000;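 active = growth inhibition at or above a cutoff equal to the mean over every tested compound plus 3 SD, cut at about 60% in these data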;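 note: growth measured after 20 h incubation at 37 °C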
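test system = E. coli BW25113 ΔtolC::kan bacteria | medium = LB with kanamycin 50 µg/mL | signal = OD at 615 nm | schedule = 37 °C, 20 h exposure | evaluation = % inhibition of E. coli growth | compound dosing = one dose of 10 µM final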
* marks the source's active call; other numbers are inactive results; x = no result given; [ ] = another dose, or the depositor's remark. An excerpt; rates above refer to the full screens.

The line under a structure holds: NADH enzymes	Abs 340nm	ROCK2 blocker	JNK3 blocker	HEK293 NFkB inh	MMP13 inh	PKA kinase inh	Autofluor 339	Ecoli tolC
[1] Cc1cc(C(=O)CSc2nnc(-c3ccco3)o2)c(C)n1Cc1ccco1
  6%	1	-2	-4	0	-1	4	1	39
[2] CCCCn1cnc2c(c1=O)c1nc3ccccc3nc1n2Cc1ccc2c(c1)OCO2
  1%[fluoresces]	1	-9	-6	x	3	2	2.3*	17
[3] COc1ccc(S(=O)(=O)N2CN(Cc3ccco3)c3nc4ccccc4nc32)cc1
  3%	1	3	-1	19	-13	9	1.1	18
[4] CC(=O)N1c2c(cc(Br)cc2S(=O)(=O)N2CCN(c3ccccn3)CC2)CC1C (stereo unspecified)
  1%	1	x	x	17	5	7	1	22
[5] O=C(CSc1nc2c(c(=O)n1-c1ccc(Br)cc1)SCC2)NCC1CCCO1 (stereo unspecified)
  6%	1.1	x	x	27	7	3	1.1	4
[6] COC(=O)c1sc2ccccc2c1NC(=O)c1cccs1
  2%	1	-5	1	11	5	-6	1.1	25
[7] COc1ccc(C(=O)COC(=O)c2ccco2)cc1
  6%	0.95	2	2	-5	2	11	1.1	-1
[8] CCOC(=O)C1C(=O)NC(SCC(N)=O)=C(C#N)C1c1ccccc1OCC (stereo unspecified)
  4%	1.1	3	-1	19	-6	-1	1.1	-25
[9] COc1ccccc1-c1cc(C(=O)Nc2c(F)cc(F)cc2Br)no1
  7%	0.99	5	-5	12	-2	2	1.1	-10
[10] Cc1ccc(-n2ncc(C(=O)N3CCc4ccccc4C3)c2NC(=O)c2ccco2)cc1C
  2%	0.99	-2	-1	6	4	7	1	-9
[11] COc1ccc(CNC(=O)c2nnn(Cc3ccc(OC)cc3)c2N)cc1
  2%	0.98	2	-7	-3	-3	8	0.99	-3
[12] COc1ccc(NC(=O)CN2CCN(CC(=O)Nc3ccc(OC)c(OC)c3)CC2)cc1
  3%	1	3	5	2	-7	7	1.1	-9
[13] O=C(CSc1ccc2nnc(-c3ccc(Cl)cc3)n2n1)N1CCCC1
  10%	1	1	3	11	-9	7	1.6	22
[14] Cn1nc(-c2ccc(Cl)cc2)c2cc(C(=O)N3CCN(C(=O)c4ccco4)CC3)sc21
  2%	1.1	-2	1	13	3	-9	1.6	22
[15] CSc1ccccc1NC(=O)c1ccccc1N(C)S(C)(=O)=O
  7%	1.1	3	-3	16	-1	-4	1.1	-6
[16] Cc1cccc(N2C(=O)C3C4C=CC(C4)C3C2=O)c1 (stereo unspecified)
  10%	0.96	0	2	4	-5	2	1	-24
[17] CC(=O)c1ccc(N2CCN(C(=O)c3ccc(OCc4c(C)noc4C)cc3)CC2)cc1
  8%	1.2	-1	0	14	4	-2	1.2	-1
[18] CC1(C)CC(=O)C=C(Nc2ccc(C(=O)O)cc2)C1
  5%	1.2	x	x	15	2	4	0.99	-8
[19] CCCCn1c(=NC(C)=O)c(C#N)cc2c(=O)n3cccc(C)c3nc21
  8%[fluoresces]	1.1	3	3	8	-129[fluorescence artefact?]	6	3.9*	2
[20] Cc1cccc2cc(COC(=O)C(C)C)c(=O)[nH]c12
  4%	1.1	0	-2	-2	-6	-2	1.5	-7
[21] OCCN(Cc1ccccc1)CC1CCCCC1
  14%	1.1	-4	-3	17	3	-5	1.1	-16
[22] CCN(CC)C1CCCCC1NS(=O)(=O)c1ccc(Cl)cc1 (stereo unspecified)
  2%	0.99	2	0	4	-1	6	0.98	-11
[23] CCOC(=O)C1C(c2ccccc2Cl)NC(=O)N(C)C1(O)C(F)(F)F (stereo unspecified)
  4%	1.1	-2	-5	5	1	1	1	0
[24] CCOC(=O)c1cccc(NC(=O)Cn2c(CC(=O)N3CCCC3)nc3ccccc32)c1
  6%	0.98	3	1	14	4	3	0.95	-3
[25] CCCCc1nc(NCCN2CCOCC2)c(C#N)c2c1COC(C)(C)C2
  3%	1	9	1	x	-11	3	1.2	16
[26] COc1ccc(C(N)=O)cc1N
  0%	1	2	-3	10	0	5	1.1	-1
[27] CCOC(=O)c1c(C)oc2c1c(C=NC1CCS(=O)(=O)C1)c(O)c1ccccc12 (stereo unspecified)
  6%	1.1	0	-5	11	0	-4	1.1	0
[28] Cc1[nH]nc2c1C(Cc1ccccc1)C(C#N)=C(N)O2 (stereo unspecified)
  3%	1	0	0	4	1	11	1.1	7
[29] Cc1ccc2c(c1)N(CCC(=O)NCC1COc3ccccc3O1)C(=O)CO2 (stereo unspecified)
  5%	0.99	8	-7	-2	0	13	1.1	3
[30] Cc1onc(-c2ccccc2)c1C(=O)Nc1nc(-c2ccc(F)c(F)c2)cs1
  7%	0.99	1	-1	9	3	4	1.1	15

Marked active in Autofluor 339 (from the list above):
item | structure | NADH enzymes | Abs 340nm | ROCK2 blocker | JNK3 blocker | HEK293 NFkB inh | MMP13 inh | PKA kinase inh | Autofluor 339
2 | CCCCn1cnc2c(c1=O)c1nc3ccccc3nc1n2Cc1ccc2c(c1)OCO2 | 1%[fluoresces] | 1 | -9 | -6 | x | 3 | 2 | 2.3*
19 | CCCCn1c(=NC(C)=O)c(C#N)cc2c(=O)n3cccc(C)c3nc21 | 8%[fluoresces] | 1.1 | 3 | 3 | 8 | -129[fluorescence artefact?] | 6 | 3.9*

(cont.)
The line under a structure holds: NADH enzymes	Abs 340nm	ROCK2 blocker	JNK3 blocker	HEK293 NFkB inh	MMP13 inh	PKA kinase inh	Autofluor 339	Ecoli tolC
[31] COC(=O)Nc1c(C)nn(Cc2ccccc2C)c1C
  3%	1	2	-6	14	-2	1	1.1	22
[32] Cc1cc(C)nc(CC(N)=O)n1
  3%	0.99	14	4	x	2	6	1.1	4
[33] CCC(c1c(C)[nH]oc1=O)c1c(C)[nH]oc1=O
  9%	0.98	0	-5	6	8	15	1	-18
[34] COc1ccccc1N1C(=O)N(C(C)=O)C2C1Nc1ccccc1N2C (stereo unspecified)
  1%	1	5	-3	10	6	8	1.2	6
[35] Cc1nn(C(C)C(=O)O)c(=O)c2c1sc1ccccc12 (stereo unspecified)
  3%	1.1	0	21*	7	-4	2	1.2	-2
[36] O=C(CCn1c(=O)[nH]c2ccccc2c1=O)Nc1ccccc1
  5%	0.99	4	2	4	-2	6	1	-8
[37] O=C(C1CC1)N1CCc2cc(S(=O)(=O)N(CCO)Cc3ccccc3)ccc21
  2%	1	-2	3	10	2	-4	1.1	5
[38] CC1CCCC(C)N1CCNC(=O)C1CCN(S(=O)(=O)N2CCCCC2)CC1 (stereo unspecified)
  4%	1	0	-4	9	-2	3	1	-6
[39] CC(C)COC(=O)C1C2C=CC3(CN(C4CCCC4)C(=O)C13)O2 (stereo unspecified)
  4%	1	4	4	3	-4	8	1.1	-7
[40] Cc1ccc(C)n1CCN1CCN(CC(=O)Nc2cc(C(F)(F)F)ccc2Cl)CC1
  0%	0.99	-1	-1	14	-6	-6	1.1	47
[41] Cc1ccc(-c2nn3nnnc3c3ccccc23)cc1
  6%	1	8	5	12	-6	8	1	-8
[42] O=C(CSc1nccn1-c1ccc(F)cc1)Nc1ccc2c(c1)OCO2
  4%	1	1	1	-13	3	-1	1.1	13
[43] CCOC(=O)CSc1nnc2n1C(C)(C)Cc1ccccc1-2
  4%	0.99	0	3	0	0	1	1	-6
[44] CCOC(=O)CNC(=O)C(Cc1ccccc1)NS(=O)(=O)c1ccc2c(c1)CCC(=O)N2 (stereo unspecified)
  2%	1	8	3	17	2	7	1	-13
[45] O=C(CCn1cccc1)NCc1ccc2c(c1)OCO2
  4%	0.99	4	-6	4	9	13	1.1	-6
[46] O=C(NCCCN1CCOCC1)C1CC(=O)N(C2CCCCC2)C1 (stereo unspecified)
  8%	0.98	4	2	-2	-1	8	1.1	-19
[47] O=C(O)CC1C(=O)NCCN1CCCc1ccccc1 (stereo unspecified)
  1%	1	2	2	-8	8	9	1.1	-20
[48] COc1ccc(-n2c(O)c(/C=N/n3cnnc3)c3ccccc3c2=O)cc1
  3%[fluoresces]	1	6	2	11	-45	13	2.1*	-6
[49] CN1C(=O)CSc2ccc(NC(=O)N3CCc4ccccc43)cc21
  5%	0.99	4	2	-56	-3	1	0.97	32
[50] Cc1nc(SCC(=O)N2CCCc3ccccc32)c2oc3ccccc3c2n1
  9%	1	5	-7	-5	5	9	1.1	29
[51] Cn1c(Cn2nnc3ccccc32)nnc1SCC(=O)Nc1ccc2c(c1)OCO2
  6%	1	7	3	19	0	11	1	-8
[52] COc1cc(NC(=O)CN2C(=O)NC(C)(CCC(C)C)C2=O)cc(OC)c1 (stereo unspecified)
  5%	1	0	3	8	4	3	1	13
[53] C/C(=N/n1cnnc1)c1cccnc1
  6%	1	6	3	x	-5	5	1	3
[54] CCc1ccccc1N(CC(=O)Nc1cccc(N(C)S(C)(=O)=O)c1)S(C)(=O)=O
  3%	1	8	2	16	-7	4	1.1	0
[55] CCCCc1ccc(NC(=O)C2CCCO2)cc1 (stereo unspecified)
  2%	1	3	-3	-69	1	5	1.1	6
[56] Cc1ccc(CS(=O)(=O)CCC(=O)NCCCN2CCCC2=O)cc1
  10%	1	-1	-1	14	-2	2	1.1	-20
[57] Cc1cc(NC(=O)CS(=O)(=O)c2cn(Cc3cccc(F)c3)c3ccccc23)no1
  3%	0.99	x	x	23	1	-2	0.98	24
[58] O=C(CCC(=O)OCCCC(F)(F)C(F)(F)F)NC1CCCCC1
  4%	0.99	9	3	13	1	10	1	4
[59] COC(=O)c1cccc(NC(=O)CSc2nnc(COc3ccccc3)n2C)c1
  2%	0.98	2	7	17	0	12	1	12
[60] CCN(CC)CCNC(=O)CCCCn1c(=S)[nH]c2c([nH]c3ccc(OC)cc32)c1=O
  14%	1.1	30*	1	13	-38	13	1.6	32
[61] CCOC(=O)c1nc2ccccc2s1
  0%	1	8	0	-12	-2	6	1.1	-5
[62] CCOC(=O)CN(C(=O)CSc1nnc(-c2ccc(OC)c(OC)c2)o1)c1ccccc1
  4%	1.1	6	7	21	0	-5	1.1	-18
[63] CCCCOc1cccc(C(=O)Nc2ccc(N3CCN(CC)CC3)cc2)c1
  2%	1	9	-10	13	0	10	1.1	12
[64] CCN(CC)S(=O)(=O)c1cccc(C(=O)N2CCCCC2)c1
  1%	1	8	-5	20	3	10	1	-2
[65] COc1ccc(Cl)cc1NC(=O)c1ccoc1C
  1%	1.1	2	-4	14	1	5	1.1	-4
[66] CCCCCn1c2nc3ccccc3nc2c2c(=O)n(CC(C)C)cnc21
  7%	0.96	14	0	x	-7	5	1.7	7
[67] O=C(c1ccc(Cl)cc1Cl)N1CCC(c2nc3c(nnn3Cc3ccco3)c(=O)[nH]2)CC1
  3%	1	4	-1	1	-2	5	1	18
[68] CC[C@H]1CN2CCc3cc(OC)c(OC)cc3[C@@H]2C[C@@H]1C[C@H]1NCCc2cc(OC)c(OC)cc21
  2%	1	-1	2	x	6	-4	1.1	13
[69] CCN(CC)S(=O)(=O)c1ccc2c(c1)nc(CCC(=O)OCc1c(C)noc1C)n2C
  1%	1.1	-5	-2	16	-4	1	1.1	2
[70] CN(C)S(=O)(=O)N1CCC(c2ccc(F)cc2)C(COc2ccc3c(c2)OCO3)C1 (stereo unspecified)
  3%	0.97	6	-4	9	3	1	1.1	26
[71] CCOc1ccc(N2C(=O)CC(N3CCOCC3)C2=O)cc1 (stereo unspecified)
  3%	1	-2	3	1	1	-1	1.1	3
[72] Cc1ccc(/C(O)=C2/C(=O)C(=O)N(CCN3CCOCC3)C2c2cccnc2)cc1 (stereo unspecified)
  7%	1.1	4	4	11	-20	2	1	-16

Screening data as filed in PubChem.
